Salmonella PhoP GFP = inhibitors of PhoP regulon expression, primary screen, Salmonella Typhimurium, GFP reporter (AID 1863); S. Typhimurium PhoP-regulated promoter GFP reporter, 4 h; higher % means a stronger effect; inhibition, % at 50 µM, or IC50 in µM where a hit was titrated; 0.16% of 300,000 active;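 active = inhibition over 29.93%, a cutoff 3 SD above the screen mean, later confirmed by dose response; inconclusive = inhibition over 29.93% but no dose response follow-up; inactive = inhibition at most 29.93% or unconfirmed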;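 also: 0% = low Mg2+ inducing control and 100% = high Mg2+ repressing control; strong numbers were not always called active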
MgcRacGAP inhibition = MgcRacGAP GTPase-activating activity inhibitors, confirmation, biochemical, ADP Hunter fluorescence; one-dose inhibition, % at 30 µM; IC50 in µM for titrated hits; 0.6% of 340,000 active; MgcRacGAP-stimulated Rac1 GTP hydrolysis, ADP Hunter fluorescence; higher % means a stronger effect; GST-tagged Rac1 F28L mutant substrate; AID 624330, 2012;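 active = first-screen hits whose inhibition reached a set limit at any dose in the follow-up dose series; inconclusive = inhibition above the set first-screen limit but never retested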;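 also: fluorescence reports GDP produced by GAP-driven GTP hydrolysis; strong numbers were not always called active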
b-catenin transl = modulators of beta-catenin nuclear translocation, primary screen, imaging, HeLa cells, immunofluorescence, high-content; 0.3% of 190,000 active; AID 1665, 2009; nuclear translocation activity, % at 5 µM;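 active = nuclear translocation activity above 50% at 5 µM, with a well cell count of 50 or more; inconclusive = wells under 50 cells across six images, flagged as toxic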;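 also: per-cell ratio of nuclear to cytoplasmic median beta-catenin stain intensity; plate controls were DMSO negative control for no effect and GSK-3 inhibitor IX positive control for full effect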
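Assay system: human HeLa cells, native beta-catenin; doses: 5 µM primary, 0.02–20 µM confirmation; incubation: compound treatment 24 h, 37°C, 5% CO2; technique: fluorescence imaging of beta-catenin antibody stain plus DAPI; measure: % activation, nuclear-to-cytoplasmic median beta-catenin signal ratio per cell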
West Nile virus CPE = West Nile virus antiviral activity, cell-based, CPE readout (AID 1621). West Nile virus-infected cells, CPE inhibition; higher % means a stronger effect. one-dose CPE inhibition, % at 10 µM; IC50 in µM for titrated hits. 0.02% of 290,000 active; in the data active = a potency from the dose series; inconclusive = CPE inhibition mostly from about 3.7% at the one dose, without a potency; inactive = the rest, 99 in 100 with CPE inhibition below about 2.2%; also: strong numbers were not always called active
Large T inhibition = SV40 large T antigen inhibitors, biochemical (AID 1903) | 0.39% of 310,000 active | inhibition, % at 20 µM, or IC50 in µM where a hit was titrated | SV40 large T antigen ATPase/helicase inhibition assay; higher % means a stronger effect; in the data active = a potency from the dose series; inconclusive = inhibition mostly from about 32% at the one dose, without a potency; inactive = the rest, 99 in 100 with inhibition below about 32%; also: strong numbers were not always called active
WT yeast gro inh = growth inhibition of WT strain, primary screen, mitochondrial fusion inhibitor project, WT and mutant strains, chemical genetic; 2.1% of 190,000 active; AID 1362, 2008; inhibition, % at 10 µM; mitochondrial fusion phenotypic screen; in the data active = inhibition above about 58%; tested in S. cerevisiae
RSV CPE inhibition = RSV antiviral activity via CPE protection, HEp-2 cells, primary 10 µM value included (AID 2391); HEp-2 cells, RSV-induced CPE inhibition; higher % means a stronger effect; one-dose CPE inhibition, % at 10 µM; IC50 in µM for titrated hits; 0.13% of 310,000 active; in the data active = a potency from the dose series; inconclusive = CPE inhibition mostly from about 23% at the one dose, without a potency; inactive = the rest, 99 in 100 with CPE inhibition below about 21%; also: strong numbers were not always called active
Myeloid diff MLP = induction of myeloid progenitor differentiation, primary screen, cell-based, flow cytometry, MLPCN library | ER-HoxA9 myeloid progenitors, lysozyme-GFP differentiation | calls only at 10 µM | 1% of 360,000 active;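 active = normalized GFP-positive differentiation at or above the plate's own cutoff, the solvent-only control mean plus 3 SD; inconclusive = no clear call, values can overlap the other calls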;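 also: cells exposed to compound for four days before flow analysis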
T cell HTS = modulators of CD8 T cell-vesicle binding, primary screen, mouse 2C CD8+ T cells, flow cytometry; 2C CD8+ T cell-vesicle binding; stronger effect = lower value; calls only at 7 µM; 0.068% of 330,000 active;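 active = response, share of CD8 T cells binding vesicles, and their 90th percentile fluorescence all below set limits, cut at about 80% in these data, passing the limit was not always enough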
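Test system: purified 2C TCR transgenic mouse naive CD8+ T cells. Probe or stimulus: QL9-peptide-loaded Drosophila micro-vesicles bearing Ld, ICAM-1 and B7-1. Incubation: binding step 1.5 h, 37 °C, antibody labelling 20 min, ice. Measured by: flow cytometry of vesicle-bound cells.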
WT yeast gro inh mutant strain = also measured in WT yeast gro inh; calls as there; inhibition, %; mitochondrial fusion phenotypic screen, mutant strain inhibition
b-catenin transl cell count 5 µM = recorded beside b-catenin transl, whose call it bears; cell count; measured here: cell count, cytotoxicity flag
T cell HTS vesicle-bound % = also measured in T cell HTS; calls as there; double positive events, %; measured here: CD8+ vesicle-bound cell fraction;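 binding gate set so that unloaded-vesicle control wells show 10% double positive cells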
Myeloid diff MLP GFP+ MAC1+ % = also measured in Myeloid diff MLP; calls as there; GFP+ MAC1+ double positive, %; measured here: differentiation confirmed by MAC1 staining
* = called active by the depositor; i = inactive; ? = inconclusive; / = not tested or not shown.

SMILES | Salmonella PhoP GFP | MgcRacGAP inhibition | b-catenin transl | b-catenin transl cell count 5 µM | West Nile virus CPE | Large T inhibition | WT yeast gro inh | WT yeast gro inh mutant strain | RSV CPE inhibition | Myeloid diff MLP | Myeloid diff MLP GFP+ MAC1+ % | T cell HTS | T cell HTS vesicle-bound %
COC(=O)C1(CC2CC(c3cccc(Br)c3)=NO2)CCN(C(=O)OC(C)(C)C)CC1 (centres undefined) | 1.7% | 6.3% | / | / | -0.9% | 8.9% | / | / | 5.6% | i | 0.9 | i | 17.2
Cc1ccc(CNC(=O)C2CC(=O)N(C3CCCCCCC3)C2)cc1 (centres undefined) | -9.1% | 15.4% | 1.5 | 1440 | -0.2% | 9.7% | 37.0 | 30.4 | 0.2% | i | 0.4 | i | 27.4
Clc1ccc(C2=NCCn3nc4ccccc4c32)cc1 | / | 10.1% | / | / | / | 9.9% | / | / | 0.2% | i | 0.9 | i | 56.7
Cc1cc(C)n(C(=O)CCCn2nc(C)c([N+](=O)[O-])c2C)n1 | 5.4% | 2.3% | 1.1 | 1025 | / | 1.2% | -4.4 | -4.6 | 2.0% | i | 0.0 | i | 36.6
Cc1cc(N)ccc1N=Nc1c(C)n(C)n(-c2ccccc2)c1=O | -9.3% | ? | -1.0 | 1130 | -0.5% | 33.9µM* | -14.5 | 12.4 | 0.0% | i | 1.8 | i | 46.2
O=C(CCc1nnc(-c2ccsc2)o1)N1CCc2c(Cl)cccc2C1 | 12.2% | 3.9% | -1.7 | 1023 | -0.5% | -0.6% | -12.1 | -24.5 | -0.2% | i | 0.0 | i | 49.0
COc1cccc(CNC(=O)Cc2ccc(OC)c(S(=O)(=O)N3CCOCC3)c2)c1 | -7.6% | 3.3% | / | / | / | 9.1% | / | / | -1.0% | i | 0.3 | i | 46.7
CCOC(=O)c1cc(C(C)(C)C)n(CCCN2CCOCC2)c1C | -6.2% | 1.3% | -1.7 | 1169 | -0.8% | 3.4% | / | / | -0.5% | i | 0.2 | i | 22.2
Cc1cc(S(=O)(=O)Nc2ccc(C(=O)NCC(c3ccco3)N3CCCC3)cc2)ccc1F (centres undefined) | 9.5% | 5.3% | / | / | 0.5% | 5.8% | / | / | -0.1% | i | 0.8 | i | 37.2
COc1ccc(CNCc2cccc(Cl)c2)cc1 | 25.5% | 12.8% | / | / | -0.6% | 10.4% | 3.1 | 14.8 | -0.5% | i | 0.6 | i | 29.0
Cc1nn(-c2ccccc2)c(C)c1/C=N/NC(=O)CSc1nc2ccccc2c(=O)n1-c1ccccc1 | -2.0% | 7.8% | -5.0 | 551 | 1.7% | 24.6% | 18.0 | 4.6 | 5.3% | i | 0.2 | i | 38.2
COc1ccc(NC(=O)CSc2cc(C)nc3c(-c4ccccc4)cnn23)cc1 | -2.9% | 1.6% | -1.3 | 1311 | 0.7% | 7.0% | / | / | 2.1% | i | 0.4 | i | 1.3
Cc1nn2cnc3sc4c(c3c2nc1=O)CCCC4 | -11.5% | 11.3% | 0.3 | 1107 | -0.1% | 9.3% | 1.6 | 14.6 | 1.7% | i | 0.8 | i | 39.0
O=C(Nc1nnc(SCC(=O)N2CCOCC2)s1)c1ccccc1Cl | 6.9% | 13.1% | 5.0 | 945 | -0.7% | -4.2% | 13.0 | 12.4 | -0.6% | i | 7.0 | i | 28.5
CCn1c(CNc2ccc(OC)cc2)nnc1SCC(=O)c1ccc(OC)cc1 | 4.5% | 13.0% | / | / | -0.5% | 27.8% | 0.1 | 0.0 | -0.1% | i | 0.5 | i | 6.2
Cc1ccc(C(=O)OCC(=O)NC2CC2)cc1S(=O)(=O)N1CCOCC1 | / | 0.8% | / | / | / | / | / | / | 2.0% | i | 1.0 | i | 36.0
CCOC(=O)Cn1c(-c2ccccc2)nc2ccccc2c1=O | 8.1% | 11.0% | 1.1 | 1349 | 1.7% | 7.8% | 11.5 | -2.3 | -2.0% | i | 6.7 | i | 8.9
COCCn1c(SCC(=O)Nc2ccc(OC)cc2)nc2c(oc3ccccc32)c1=O | -5.3% | / | -3.2 | 1112 | 0.0% | 9.7% | -5.1 | -3.3 | 1.1% | / | / | i | 56.5
COc1ccc(Cn2nnnc2C(c2cccnc2)N2CCN(c3ccc(O)cc3)CC2)cc1 (centres undefined) | -13.1% | 39.6µM* | -1.0 | 1153 | -0.1% | 28.0% | 1.5 | 11.4 | -0.5% | i | 6.4 | i | 16.1
CC(C)c1ccc(NC(=O)C(c2ccccc2)N(C)C(=O)CCc2c[nH]c3ccccc23)cc1 (centres undefined) | / | 7.0% | / | / | -0.3% | 19.8% | / | / | -0.9% | i | 1.7 | i | 48.8
COc1cccc2sc(N(CCCN(C)C)C(=O)c3sc4ccccc4c3Cl)nc12 | -17.3% | -7.2% | -0.7 | 1062 | 0.0% | 16.7% | 44.6 | 28.5 | 1.9% | i | 0.4 | i | 7.7
Cc1ccc(-c2nc(CN3CCCCC3CCN3CCCC3=O)c(C)o2)o1 (centres undefined) | 8.5% | -1.2% | -0.2 | 1531 | -1.4% | 0.5% | 2.1 | -1.5 | -0.8% | i | 0.7 | i | 28.0
COc1ccccc1NC(=O)CS(=O)(=O)c1cn(CC(=O)N2CCOCC2)c2ccccc12 | -6.9% | 13.2% | 0.5 | 1081 | -0.1% | 7.0% | -1.0 | 13.7 | 1.4% | i | 0.3 | i | 31.7
CN(C)S(=O)(=O)c1ccc(C(=O)NCc2nc3ccccc3s2)cc1 | -0.1% | 4.2% | / | / | 0.0% | 8.8% | / | / | 5.2% | i | 2.5 | i | 22.9
COC(=O)c1ccc(NC(=O)C23CC4CC(C2)CC(n2cnc(Cl)n2)(C4)C3)cc1 | -6.0% | 7.0% | -0.5 | 1068 | -0.9% | 2.6% | 0.2 | -14.5 | 4.8% | i | 2.7 | i | 37.5
COc1ccccc1N1CCN(C(=O)c2cc(C(=O)N3CCN(c4ccccc4OC)CC3)cc([N+](=O)[O-])c2)CC1 | -6.2% | 5.2% | / | / | -0.3% | 4.1% | / | / | 0.1% | i | 0.7 | i | 42.4
COCC(=O)N(Cc1cc2cccc(C)c2[nH]c1=O)c1ccccc1 | -5.4% | 2.3% | / | / | -1.2% | 12.1% | / | / | 1.1% | i | 0.7 | i | 46.0
CC(=O)Nc1ccc(S(=O)(=O)NCc2nc(-c3ccc(C)cc3)no2)cc1 | -9.2% | 8.9% | / | / | -0.8% | 21.2% | / | / | 1.0% | i | 3.8 | i | 9.3
CC(=O)SC(C)CC(=O)Nc1ccccc1 (centres undefined) | -5.1% | 5.2% | -3.3 | 820 | 0.0% | 13.8% | 10.3 | 28.6 | 2.9% | i | 1.2 | i | 36.7
COc1cccc(NC(=O)Nc2nc(-c3ccc(OC)c(OC)c3)cs2)c1 | -6.1% | 11.9% | / | / | 1.6% | -1.3% | / | / | -1.8% | i | 1.6 | i | 17.6
O=C(CN1C(=O)C(=O)c2ccccc21)c1ccc(Cl)cc1 | 3.6% | -1.0% | / | / | -0.9% | 7.0% | / | / | 1.3% | i | 0.2 | i | 58.0
O=C(/C=C/c1ccc(Br)cc1)NC(=S)N1CCOCC1 | -14.7% | 12.9% | 0.4 | 1070 | 0.5% | 26.2% | -12.0 | 5.7 | -1.8% | i | 0.1 | i | 64.6
O=C(O)/C=C/c1cn(Cc2ccccc2)nc1-c1cccs1 | 6.4% | 2.3% | -3.1 | 1015 | 0.2% | 2.6% | -8.6 | 5.9 | 2.1% | i | 0.0 | i | 60.0
COC(=O)CCC(=O)Nc1nnc(C(F)(F)F)s1 | -1.8% | 1.7% | 0.4 | 1113 | 0.1% | 12.0% | -1.5 | 10.6 | 2.0% | i | 1.6 | i | 7.4
Cc1ccc(NC(=O)C2CC(=O)NC(N3CCCCC3)=N2)cc1Cl (centres undefined) | 33.9% | 5.1% | / | / | -0.2% | 1.2% | -1.6 | -8.8 | 0.6% | i | 0.7 | i | 43.2
CCOC(=O)c1ccc(NC(=O)c2cn(CCC#N)nc2-c2ccc3c(c2)OCCO3)cc1 | -3.5% | 7.8% | 0.5 | 1067 | 0.4% | 8.5% | -17.0 | -3.9 | 2.0% | i | 0.1 | i | 46.3
COC(=O)c1ccc2nc(NC(=O)CCS(=O)(=O)c3ccccc3)sc2c1 | 9.6% | 3.4% | / | / | 1.2% | 14.7% | / | / | 1.4% | i | 1.5 | i | 33.1
O=C(NCCCO)C(=O)NCc1ccncc1 | -10.8% | 0.6% | -0.9 | 1155 | -0.1% | 4.0% | -0.5 | 11.1 | 0.5% | i | 0.1 | i | 12.5
CCCCNCc1cccn1-c1ccccc1 | 0.2% | 25.2% | -3.1 | 595 | -0.3% | 24.7% | -5.1 | 0.4 | 0.8% | i | 0.7 | i | 40.3
CCOC(=O)C1=C(C)N=C2SCCC(=O)N2[C@@H]1c1cccs1 | -8.8% | 2.1% | -1.0 | 1273 | 0.2% | 17.7% | / | / | 0.1% | i | 0.2 | i | 11.7
CC(NC(=O)c1ccc(CS(C)(=O)=O)cc1)c1ccc(-n2ccnc2)cc1 (centres undefined) | -3.6% | 1.9% | / | / | -0.4% | 8.1% | / | / | 1.1% | i | 0.3 | i | 21.4
Cc1ccc(/C=N/NC(=O)CSc2nc3ccccc3n2C)s1 | 3.3% | 8.6% | -0.2 | 1349 | -0.9% | -37.5% | -0.8 | -8.0 | 0.4% | i | 1.3 | i | 19.5
COc1ccc(CN2CCNC(=O)C2CC(=O)NCCN2CCCCC2=O)c(F)c1 (centres undefined) | -1.5% | 1.8% | / | / | 0.3% | 4.1% | / | / | 0.4% | i | 14.1 | i | 11.4
O=C1c2cccc3cccc(c23)C(=O)N1CCN1CCN(C(=S)Nc2ccccc2)CC1 | 3.8% | 3.7% | 0.0 | 1147 | -0.5% | 21.9% | 15.3 | -0.8 | ? | i | 1.2 | i | 51.4
CCc1ccc(CN(C)C(=O)c2cc(COc3cc(C)c(Cl)c(C)c3)on2)nc1 | 3.6% | 11.7% | / | / | 0.2% | 6.9% | / | / | 7.2% | i | 0.9 | i | 27.2

Bioassay records (PubChem)

Random draw from the library (roughly 3.6% active in at least one column).
